USP8 inh – blocks human USP8 ubiquitin-rhodamine cleavage. purified USP8, Ub-rhodamine cleavage fluorescence, 30 min. AID 1645853. inhibition, % at 20 µM. P40818. actives 4.2% (n = 47,000)
UCHL1 inh – blocks human UCHL1 ubiquitin-rhodamine cleavage | P09936 | purified UCHL1, Ub-rhodamine cleavage fluorescence | inhibition, % at 20 µM | actives 0.2% (n = 47,000) | AID 1645859
USP10 block – inhibitors of human USP10 deubiquitinase; purified USP10, Ub-rhodamine fluorescence, 60 min; inhibition, % at 20 µM; actives 1.1% (n = 47,000)
USP17 inh – human USP17-like deubiquitinase inhibition; A8MUK1; purified USP17, Ub-rhodamine cleavage fluorescence, 3 h; inhibition, % at 50 µM; actives 6.5% (n = 47,000); AID 1645855
USP7 block – human USP7 deubiquitinase inhibition; Q93009; purified USP7, Ub-rhodamine cleavage fluorescence; inhibition, % at 20 µM; actives 0.3% (n = 47,000); AID 1645854
OTUD3 block – blocks human OTUD3 ubiquitin-rhodamine cleavage; actives 0.7% (n = 47,000); purified OTUD3, Ub-rhodamine fluorescence, 2 h; inhibition, % at 25 µM; AID 1645858; Q5T2D3
USP28 block – inhibitors of human USP28 deubiquitinase. Q96RU2. purified USP28, Ub-rhodamine cleavage fluorescence, 30 min. inhibition, % at 25 µM. actives 3% (n = 47,000)
Target sequence (Q96RU2 whole entry, looked up): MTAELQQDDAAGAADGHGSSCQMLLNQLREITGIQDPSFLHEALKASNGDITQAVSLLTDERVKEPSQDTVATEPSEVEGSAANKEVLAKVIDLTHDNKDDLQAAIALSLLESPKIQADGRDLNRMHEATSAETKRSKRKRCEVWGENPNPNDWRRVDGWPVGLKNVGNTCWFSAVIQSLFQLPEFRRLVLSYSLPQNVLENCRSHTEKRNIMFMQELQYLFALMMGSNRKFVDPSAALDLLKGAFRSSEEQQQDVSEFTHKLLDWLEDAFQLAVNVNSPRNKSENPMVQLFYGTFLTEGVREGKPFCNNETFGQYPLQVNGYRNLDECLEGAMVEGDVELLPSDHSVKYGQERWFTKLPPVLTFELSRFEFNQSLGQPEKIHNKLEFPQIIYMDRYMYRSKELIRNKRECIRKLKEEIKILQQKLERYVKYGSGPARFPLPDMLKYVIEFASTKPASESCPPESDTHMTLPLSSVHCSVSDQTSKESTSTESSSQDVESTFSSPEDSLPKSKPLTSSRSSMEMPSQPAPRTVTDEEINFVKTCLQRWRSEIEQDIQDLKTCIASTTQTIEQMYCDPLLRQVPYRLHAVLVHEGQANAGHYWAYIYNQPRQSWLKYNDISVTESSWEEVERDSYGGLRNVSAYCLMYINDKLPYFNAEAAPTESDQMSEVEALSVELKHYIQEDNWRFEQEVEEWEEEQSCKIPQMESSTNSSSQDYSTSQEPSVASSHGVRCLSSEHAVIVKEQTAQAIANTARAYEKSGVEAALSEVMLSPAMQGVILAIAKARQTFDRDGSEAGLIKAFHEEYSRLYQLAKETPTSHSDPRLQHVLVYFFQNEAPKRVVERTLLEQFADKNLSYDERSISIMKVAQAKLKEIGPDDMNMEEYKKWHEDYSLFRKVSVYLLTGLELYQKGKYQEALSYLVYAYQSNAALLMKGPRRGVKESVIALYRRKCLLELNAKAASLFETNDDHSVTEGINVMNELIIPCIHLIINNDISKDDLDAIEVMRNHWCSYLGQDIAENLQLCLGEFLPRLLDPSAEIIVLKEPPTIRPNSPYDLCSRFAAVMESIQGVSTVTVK
USP30 inh – inhibitors of human USP30 deubiquitinase; purified USP30, Ub-rhodamine cleavage fluorescence; inhibition, % at 25 µM; actives 5.3% (n = 47,000); AID 1645860
* marks the source's active call; other numbers are inactive results; / = no result given. No stated cut-off is given here; in the data, active means inhibition above about 30%; inactive means the rest.

USP8 inh,UCHL1 inh,USP10 block,USP17 inh,USP7 block,OTUD3 block,USP28 block,USP30 inh,Molecule
20,1,6,14,-4,15,8,18,CCCCNc1ncnc2c1cnn2-c1cccc(Cl)c1
-15,-20,-4,-55,-25,-48,-68,-137,Cc1nc2n(c(=O)c1C)CCN2CC(=O)N1CCc2ccccc2C1
19,14,10,0,5,9,12,-6,COc1cc2[nH]c3c(N4CCCC4)ncnc3c2cc1OC
4,-9,-4,-23,-7,-23,-27,-102,O=C(CN1C(=O)C2CCCCN2c2ccc(C(=O)N3CCCC3)cc21)N1CCCC1 (centres undefined)
-1,-4,21,73*,11,-1,-5,3,Cc1cccc(NC(=O)Nc2nnc(CC(=O)NCc3ccccc3)s2)c1
3,0,2,-8,1,-4,-15,0,Cc1nc(N2CCC(C(=O)O)CC2)c2oc3ccccc3c2n1
19,7,2,/,7,17,13,13,COc1ccc(CNC(=O)c2ccccc2NC(=O)c2ccc(F)cc2)cc1
2,-1,0,-3,3,-5,-7,0,COc1ccccc1CNC(=O)C1CCCN(c2cnccn2)C1 (centres undefined)
0,1,4,3,1,8,6,10,O[C@H]1[C@H](O)[C@H](Oc2ccccc2)CC[C@H]1NCc1cccnc1
-34,-8,-6,-44,-2,-43,-64,-148,COc1ccc(S(=O)(=O)N2CCN(c3nc(C)cc(N4CCCC4)n3)CC2)cc1
-22,-5,-2,-44,-4,-24,-39,-97,COCCN1[C@H]2CCN(Cc3ccc(OC)cc3)CC[C@@H]2Oc2ccccc2S1(=O)=O
0,-5,0,-2,-3,-6,-13,-23,CCOc1ccccc1N1CCN(CC(=O)c2c(N)n(C)c(=O)n(C)c2=O)CC1
-3,0,-3,2,-3,8,12,37*,Cn1c(=O)c2c(nc(N3CCN(C(=O)c4ccco4)CC3)n2CCSc2nnnn2-c2ccccc2)n(C)c1=O
7,0,1,0,4,0,0,3,CCOc1ccc(-n2ccc3nc(N4CCc5ccccc5C4)ncc3c2=O)cc1
1,0,2,-1,-1,-9,-7,-53,O=C(Cc1ccccc1)NCCc1ccccc1

Structures shown so far with sulfur (4):
USP8 inh,UCHL1 inh,USP10 block,USP17 inh,USP7 block,OTUD3 block,USP28 block,USP30 inh,Molecule
-1,-4,21,73*,11,-1,-5,3,Cc1cccc(NC(=O)Nc2nnc(CC(=O)NCc3ccccc3)s2)c1
-34,-8,-6,-44,-2,-43,-64,-148,COc1ccc(S(=O)(=O)N2CCN(c3nc(C)cc(N4CCCC4)n3)CC2)cc1
-22,-5,-2,-44,-4,-24,-39,-97,COCCN1[C@H]2CCN(Cc3ccc(OC)cc3)CC[C@@H]2Oc2ccccc2S1(=O)=O
-3,0,-3,2,-3,8,12,37*,Cn1c(=O)c2c(nc(N3CCN(C(=O)c4ccco4)CC3)n2CCSc2nnnn2-c2ccccc2)n(C)c1=O

(list continues)
USP8 inh,UCHL1 inh,USP10 block,USP17 inh,USP7 block,OTUD3 block,USP28 block,USP30 inh,Molecule
-57,9,8,-10,-34,15,54*,-48,O=C(CSc1nc2ccccc2n1S(=O)(=O)c1ccc(Br)cc1)Nc1ccc([N+](=O)[O-])cc1Cl
5,1,0,0,4,14,-1,21,COC(C)C(NC(=O)[C@@H]1CCCN1C)[C@H]1O[C@H](SCCOC(=O)c2ccccc2O)[C@H](O)[C@@H](O)[C@H]1O (some centres undefined)
-13,-75,-9,-36,-52,-51,-85,-284,CN(C)c1ccc(C2=Nc3ncnn3C2=NCc2ccccc2)cc1
9,5,12,61*,12,43*,28,44*,COc1cc(NC(=O)Cn2c(=O)n(CC3CCC(C(=O)NC4CCCC4)CC3)c(=O)c3ccccc32)cc(OC)c1 (centres undefined)
4,3,1,3,6,0,3,0,CC(=O)Nc1cccc(NC(=O)CSc2nnc3n2CCN3c2ccccc2)c1
-8,0,-3,-6,-81,-1,2,19,Cc1ccc(Cn2c(=O)c3ccccc3n3c(CCC(=O)NCCCN(Cc4ccco4)C4CCCC4)nnc23)cc1
-34,0,-6,-67,0,-39,-46,-186,COc1ccccc1S(=O)(=O)N1CCn2c(nc3ccccc32)CC1C (centres undefined)
-2,-2,-2,22,3,-4,-5,-3,Cc1ccc(-c2nn3c(N4CCCC4)cc(C)nc3c2C)cc1
28,-5,0,-11,4,-27,-34,-66,Cc1ccccc1NC(=O)Cn1cccc(-c2nc(-c3ccccc3)no2)c1=O
3,-1,-1,4,1,0,-3,2,CCOc1cc(N2CCOCC2)c(OCC)cc1NC(=O)COC(=O)c1ccc2ncsc2c1
3,-1,1,-10,1,-4,-5,-32,N#Cc1c(N)nc2c(c1N)CC(C(F)(F)F)O2 (centres undefined)
0,-1,1,-11,0,-9,/,/,COc1cccc(NC(=O)CSc2ncnc3c2sc2nc(CC(C)C)c4c(c23)CCC4)c1
4,3,-2,13,5,8,9,0,Cc1nc(-c2ccc(C)c(S(=O)(=O)N3CCCCC3)c2)cs1
-26,-140,-8,-122,/,-81,-69,-319,CSc1nc(N)c2c(n1)N[C@H]1OC[C@H](O)[C@H](O)[C@H]1N2
-71,0,0,-25,0,-2,-3,-20,COc1cccc(NC(=O)Nc2cnn(-c3ncncc3N3CCOCC3)c2)c1

(cont.)
USP8 inh,UCHL1 inh,USP10 block,USP17 inh,USP7 block,OTUD3 block,USP28 block,USP30 inh,Molecule
-149,3,-4,-29,0,1,8,0,CCNc1cc(N2CCCC(CCC(=O)Nc3cccc(C)c3)C2)ncn1 (centres undefined)
-7,-4,-3,-6,-2,-7,-8,0,CC(=O)Nc1ccc(OCC(O)CN2CCN(c3ccc(F)cc3)CC2)cc1 (centres undefined)
4,3,40*,67*,2,0,11,18,O=C1CC(c2cc3c(cc2Br)OCO3)c2cc3c(cc2N1)OCCO3 (centres undefined)
8,-2,-7,-13,0,0,-12,-65,Cc1cc(C)c2c(N3CCCC3)nc(C(=O)N3CCN(C)CC3)nc2n1
46*,2,40*,-2,12,4,-4,5,Cc1cc(C)cc(NC(=O)C2CC(=O)Nc3nc4ccccc4n32)c1 (centres undefined)
51*,0,-4,12,5,9,10,22,Cc1ccc(S(=O)(=O)c2nnn3c2nc(NCc2ccc(F)cc2)c2ccccc23)cc1C
-4,-4,1,24,0,-13,-5,-30,CCOc1ccccc1-c1noc(Cn2c(=O)[nH]c3cc4c(cc3c2=O)OCO4)n1
0,2,3,-4,-12,-1,3,4,CC(=O)c1cccc(NC(=O)c2ccc(=O)n(Cc3ccc(F)cc3)c2)c1
20,5,11,18,8,22,42*,48*,Cc1c(C)c2ccc(OCC(=O)N3CCC(Cc4ccccc4)CC3)cc2oc1=O
-6,0,-5,19,-1,11,9,27,CCOc1cc(N2CCOCC2)c(OCC)cc1NC(=O)c1cc(C)nc2ccccc12
20,3,4,18,0,9,9,6,Cc1cn(CCC(=O)NCc2ccc3c(c2)OCO3)c2ccccc12
5,5,4,7,5,8,16,19,Cc1cccc(CC(=O)N2CCN=C2SCc2ccccc2)c1
-71,-19,-11,-79,-19,-54,-69,-272,Cc1ccoc1C(=O)N1CCN(C2CCN(Cc3nccs3)CC2)C(=O)C1
-45,-6,-8,-47,-10,-25,-26,-95,Cc1ccc(-c2[nH]ncc2CN2CC[C@@](C)(O)[C@H](N3CCCC3)C2)cc1
-5,-2,-3,-7,16,-9,-15,-14,CCNC(=O)c1c(C)oc2c1C1=NC(CC)CN1C=N2 (centres undefined)

Compounds above with a halogen:
USP8 inh,UCHL1 inh,USP10 block,USP17 inh,USP7 block,OTUD3 block,USP28 block,USP30 inh,Molecule
20,1,6,14,-4,15,8,18,CCCCNc1ncnc2c1cnn2-c1cccc(Cl)c1
19,7,2,/,7,17,13,13,COc1ccc(CNC(=O)c2ccccc2NC(=O)c2ccc(F)cc2)cc1
-57,9,8,-10,-34,15,54*,-48,O=C(CSc1nc2ccccc2n1S(=O)(=O)c1ccc(Br)cc1)Nc1ccc([N+](=O)[O-])cc1Cl
3,-1,1,-10,1,-4,-5,-32,N#Cc1c(N)nc2c(c1N)CC(C(F)(F)F)O2 (centres undefined)
-7,-4,-3,-6,-2,-7,-8,0,CC(=O)Nc1ccc(OCC(O)CN2CCN(c3ccc(F)cc3)CC2)cc1 (centres undefined)
4,3,40*,67*,2,0,11,18,O=C1CC(c2cc3c(cc2Br)OCO3)c2cc3c(cc2N1)OCCO3 (centres undefined)
51*,0,-4,12,5,9,10,22,Cc1ccc(S(=O)(=O)c2nnn3c2nc(NCc2ccc(F)cc2)c2ccccc23)cc1C
0,2,3,-4,-12,-1,3,4,CC(=O)c1cccc(NC(=O)c2ccc(=O)n(Cc3ccc(F)cc3)c2)c1

Other results follow:
USP8 inh,UCHL1 inh,USP10 block,USP17 inh,USP7 block,OTUD3 block,USP28 block,USP30 inh,Molecule
19,6,2,1,7,0,-11,-102,CC(=O)Nc1c(C)noc1/C=C/c1ccc(S(=O)(=O)Nc2c(C)cc(C)cc2C)s1
22,1,-3,7,-6,7,10,1,Cc1noc(-c2cnc(N(C)C)nc2-c2ccc(CNC(=O)c3cccnc3)cc2)c1C
-97,-5,-5,-9,-9,18,-13,-38,COc1cccc(CNC(=O)c2nc3c(o2)CN(CC2CC2)C3)c1
-5,-3,-5,36*,0,-5,-11,20,COc1ccc2nc(C)cc(OCC(=O)Nc3cc(C)cc(C)c3)c2c1
10,0,-2,4,2,0,5,10,CC(=O)N1[C@@H](CNC(=O)Cc2ccc(F)c(F)c2)C[C@@]2(C)[C@@H](O)CCCC[C@@H]12
1,2,-3,-44,4,-56,-72,-175,COc1ccc(-c2nc3c(nc2C(=O)c2ccccc2)c(=O)n(C)c(=O)n3C)cc1
1,1,1,-3,4,2,3,15,COc1ccc(OCC(=O)Nc2cc(C)c(O)c(-c3nc4ccccc4o3)c2)cc1
10,-1,-1,3,0,6,-5,4,CCOC(=O)c1cnn(-c2ncc(C(=O)OC)c(C(F)(F)F)n2)c1C(F)(F)F
1,2,1,9,1,2,16,12,Nc1nc(N2CCCCC2)ncc1C(=O)NCc1ccccc1
-216,-5,-3,-45,-1,-4,-5,-6,CCCc1ncc(CN2CCC3(CC2)CN(C(C)=O)Cc2ccccc2O3)cn1
-1,0,-1,-4,0,3,/,/,CC1CCCCN1C(=O)CSc1nc2ncccc2[nH]1 (centres undefined)
-128,-5,-3,-31,-3,-14,-17,-40,Cc1c(Cl)cccc1-n1ncc(C(=O)N2CCN(Cc3ccccc3)CC2)c1C1CCNCC1
-11,-7,-8,-15,-5,-21,-19,-92,O=C(Nc1cnn(-c2ncc(N3CCCCC3)cn2)c1)C1CCOC1 (centres undefined)
-10,-1,0,0,-1,-8,-2,-4,COc1ccccc1NC(=O)NC1(c2noc(C)n2)CCCC1
17,6,7,18,12,17,24,34*,COc1ccccc1NC(=O)c1ccc(S(=O)(=O)N(C)Cc2ccccc2)cc1
7,-1,2,-4,7,1,-1,1,Cc1cccc(C)c1NC(=O)Cn1cccc(-c2nc(-c3ccccc3)no2)c1=O
0,6,6,-7,6,-3,-4,-49,CCOc1ccc(Br)cc1S(=O)(=O)Nc1ccc(C(=O)OC(C)C(=O)N(C)c2ccccc2)cc1 (centres undefined)

From PubChem

Outcome played no part in choosing rows. About 13% of those tested had a hit in this group.
